14-3-3 PPI – modulators of 14-3-3 gamma protein binding, primary screen, biochemical, fluorescence polarization; FP, 14-3-3gamma / TMR-pS259-Raf peptide binding; actives 0.19% (n = 160,000); AID 422, 2006; inhibition, % at 40 µM; in the data active = inhibition above about 30%;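 also: 0% = protein plus tracer without compound and 100% = blank with tracer alone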
Target sequence (P61981 whole entry, looked up): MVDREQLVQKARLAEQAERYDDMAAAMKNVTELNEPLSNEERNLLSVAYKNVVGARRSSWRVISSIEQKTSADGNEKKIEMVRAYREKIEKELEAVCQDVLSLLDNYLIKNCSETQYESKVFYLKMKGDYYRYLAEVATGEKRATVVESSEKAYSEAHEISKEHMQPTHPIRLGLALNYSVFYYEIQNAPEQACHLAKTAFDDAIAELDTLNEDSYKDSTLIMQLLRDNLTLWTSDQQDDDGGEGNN
An asterisk follows results filed as active; & = joins results of further samples.

SMILES | 14-3-3 PPI
O=S(=O)(c1ccccc1)N(CC(O)Cn1c2ccccc2c2ccccc21)c1ccccc1 (configuration not stated) | 1.9
N#CCSc1nc2sc3c(c2c(=O)n1C1CCCCC1)CCCC3 | -5.8
CCOC(=O)Cc1c(C)nc2cc(-c3ccccc3)[nH]n2c1=O | 0.7
O=C(O)c1cccc(NC(=O)C2C3C=CC(C3)C2C(=O)OCC(F)(F)C(F)F)c1 (configuration not stated) | 5.9
Cc1sc2ncnc(Nc3ccc4ccccc4c3)c2c1C | -14.2
Cc1nnc(N2CCc3ccccc3C2)[nH]c1=O | 1.8
O=C(c1ccco1)N1CCN(S(=O)(=O)c2cccc(C(F)(F)F)c2)CC1 | -1.4
CCC(C)n1[nH]c(=O)cc1N (configuration not stated) | -2.3
Cc1ccc(CCNC(=O)Cn2nc(-c3ccc(C)cc3)ccc2=O)cc1 | -4.6
O=C(CN1C(=O)c2cccc3cccc1c23)N1CCCCCC1 | -6.9
CCc1c(C)sc(NC(=O)c2noc3c2CCc2ccccc2-3)c1C#N | -14.6
O=C(O)CN1CC2([N+](=O)[O-])C=CCC([N+](=O)[O-])(C1)C2 (configuration not stated) | -6.2
CN(C)S(=O)(=O)c1cc(C(=O)NCCCn2ccc3ccccc32)ccc1Cl | -5.1
Cc1c(NC(=O)COc2ccc3ccccc3c2)cccc1-c1nc2ncccc2o1 | -6.3
CCCCOC(=O)Nc1ccc(N2CCOCC2)cc1 | -3.0
COc1ccc(OCC(=O)N2CCN(C(=O)c3cccc(F)c3)CC2)cc1 | 1.3
Cc1ccc(-c2cc(C(F)(F)F)c3c(n2)sc2c(O)cc(=O)[nH]c23)cc1 | -121.9
COc1ccc(C2C(C(C)=O)=C(O)C(=O)N2Cc2ccccc2)cc1OC (configuration not stated) | -1.9
CN(C)c1ccc(NC(=O)c2ccncc2)c2ccccc12 | -15.9
CCCC(=O)Nc1ccc(C(=O)N2CCCC2)cc1 | -5.5
Cc1cc(C(F)(F)F)c2c(N)c(C(=O)Nc3cccc(C(F)(F)F)c3)sc2n1 | -11.2
Cc1nnc(SCC(=O)Nc2cccc(C(F)(F)F)c2)n1Cc1ccco1 | -5.5
CCn1cc(C(=O)N2CCN(c3ccc(F)cc3)CC2)c2cc(OC)c(OC)cc2c1=O | 1.4
c1cc2c(cc1-c1cnc3n1CCC3)OCCO2 | -1.1
COc1ccc(-c2cn(-c3ccc(OC)cc3)c(SCC(=O)Nc3ccccc3Cl)n2)cc1 | 0.6
(further entries)
SMILES | 14-3-3 PPI
O=C(NCc1cccs1)c1cc2nc(-c3ccc([N+](=O)[O-])cc3)cc(C(F)(F)F)n2n1 | -8.2
O=C1CC(N2CCN(c3ccc([N+](=O)[O-])cc3)CC2)C(=O)N1c1ccc(Br)cc1 (configuration not stated) | -61.1
Cc1cccnc1NC(=O)Nc1cccc(C(F)(F)F)c1 | -7.2
O=C(COc1ccc(Cl)cc1)Nc1ccccc1N1CCOCC1 | -22.4
COc1ccc(N2C(=O)C3CCCN3C2c2ccccc2F)cc1 (configuration not stated) | -1.6
N#Cc1c(NC(=O)C2CC(=O)OC23CCCCC3)sc2c1CCCC2 (configuration not stated) | -0.7
CCN(CC)c1ncnc2sc(C(=O)Nc3ccc(C)cc3Br)c(C)c12 | 3.0
Cc1oc(C(=O)O)cc1COc1ccc2c(-c3ccccc3)cc(=O)oc2c1C | -5.6
Cc1nc2c(-c3ccc(F)cc3)c(C)nn2c(N2CCOCC2)c1C | -10.0
O=S(=O)(Nc1cc2c3c(oc2c2ccccc12)CCCC3)c1ccc(Br)cc1 | -7.3
CCOc1ccc(-c2cc(C(F)(F)F)c(C#N)c(SCC)n2)cc1 | 2.0
Cn1c(=O)n(CC(=O)N2CCN(c3ccccc3)CC2)c(=O)c2ccccc21 | -2.9
CC(C)OC(=O)C1C(=O)CC(C)(O)C(C(=O)OC(C)C)C1c1cccnc1 (configuration not stated) | -9.2
COC(=O)C1=CN(C2CC2)C=C(C(=O)OC)C1c1ccccc1Cl | -0.3
Cn1c(=O)c2c(nc(Oc3ccc(Cl)cc3)n2Cc2ccccc2Br)n(C)c1=O | 6.6
Cc1cccc(-n2cc(-c3ccc4c(c3)OCO4)[nH]c2=S)c1 | -33.1
CCCN(Cc1cc2cc(OC)ccc2[nH]c1=O)C(=O)c1ccncc1 | -4.3
COc1cc(C(=O)Nc2ccc(S(N)(=O)=O)cc2)cc(OC)c1OC | -11.8
COC(=O)c1c(NC(=O)c2cc(Cl)ccc2OC)sc2c1CCCC2 | -1.3
O=C(c1cccnc1NCc1ccccc1)N1CCOCC1 | -11.4&-4.5
CCOc1ccccc1C(=O)Nc1cc(OC)c(Cl)cc1OC | -3.7
Cc1nc(N2CCCCC2)c2sc(=S)n(C)c2n1 | -0.1
O=C(C1CCCN(S(=O)(=O)c2cnc[nH]2)C1)N1CCN(c2ccc(Cl)cc2)CC1 (configuration not stated) | 6.7
COc1cccc(N2CCN(C(=O)C3C4C=CC5(CN(Cc6ccccc6Cl)C(=O)C35)O4)CC2)c1 (configuration not stated) | 7.5
COc1cccc(NC(=O)N(CCN(C)C)C(C)c2cccnc2)c1 (configuration not stated) | -2.6
The results go on.
SMILES | 14-3-3 PPI
CC(=O)c1cccc(NC(=O)C2C3CCC(C3)C2C(=O)O)c1 (configuration not stated) | -12.1
COc1cc(C(=S)N2CCCC2)ccc1OCc1ccccc1F | 0.2
Cc1cc(Cl)cc(Cl)c1OCC(=O)NCc1ccco1 | -11.4
CCn1c(NC(C)c2cc(Cl)ccc2O)nc2ccccc21 (configuration not stated) | -1.7
CCOc1ccc(N(CC(=O)N2CCCC2)S(=O)(=O)c2c(C)noc2C)cc1 | -2.9
COC(=O)c1sc(-c2ccccc2)cc1NC(=O)c1ccc(S(=O)(=O)N(C)c2ccccc2)cc1 | 2.8
COC(=O)c1ccc(NC(=O)c2cc3c(CO)cnc(C)c3oc2=Nc2ccc(OC(F)(F)F)cc2)cc1 | -1.2
Nc1ccc(-c2nc3c(Cl)cc(N)cc3[nH]2)cc1 | 0.0
Cc1ccccc1Cn1c(=O)n(CCC(=O)NCc2ccco2)c(=O)c2sccc21 | -8.2
O=C(Nc1nc(=O)c2ccccc2s1)c1ccc(F)cc1 | 2.0
CN1CCC(OC(=O)C23CCC(C)(C(=O)O2)C3(C)C)CC1 (configuration not stated) | -2.2
CC1CCCC(C)N1CCNC(=O)c1cc(=O)[nH]c2ccc(S(=O)(=O)N3CCCC3)cc12 (configuration not stated) | -10.8
CC1CCC2C(=O)N(c3ccc(NCCc4ccccn4)c([N+](=O)[O-])c3)C(=O)C2C1 (configuration not stated) | 1.8
O=C(Nc1ccccc1)c1ccc(NCCN2CCOCC2)c(S(=O)(=O)N2CCOCC2)c1 | -9.6
CCCSCCCNC(=O)c1cc2c(s1)CS(=O)(=O)C2 | -11.6
CCOC(=O)COc1ccc(C2NC(C(=O)O)CS2)cc1 (configuration not stated) | -5.9
Cc1c(C(=O)N(Cc2cccs2)C2CCS(=O)(=O)C2)oc2ccccc12 (configuration not stated) | -5.0
COc1cc(N)cc(NC(=O)c2ccncc2)c1 | 0.7
O=C(NCCc1c[nH]c2ccccc12)c1cccn2c(=O)c3c4c(sc3nc12)CCCC4 | -44.0
COc1ccc(-n2c(=O)c3c(C)c(C)sc3n(Cc3ccccc3F)c2=O)c(OC)c1 | -25.5
O=C(CN1C(=O)NC2NC(=O)NC21)NC1CCCCC1 (configuration not stated) | -1.6
C=CCOc1cccc(C2/C(=C(/O)c3ccccc3)C(=O)C(=O)N2CCCN2CCOCC2)c1 (configuration not stated) | -2.7
Cc1cccn2c(=O)c3cc(C(=O)NCCCn4ccnc4)n(C)c3nc12 | 1.2
COC(=O)c1c(NC(=O)c2ccccc2Cl)sc2c1CCCCCC2 | -3.5
O=C(CSc1nnc(Cc2cc(=O)[nH]c(=O)[nH]2)n1-c1ccccc1)NCC1CCCO1 (configuration not stated) | -3.5
The list continues.
SMILES | 14-3-3 PPI
O=C(Nc1nccs1)c1cc([N+](=O)[O-])ccc1Cl | -5.6
Clc1ccc2nc(SCc3ccc(Br)cc3)[nH]c2c1 | -8.0
CC1CCCCC1NC(=O)CN1N=C(c2ccc(Cl)cc2)CCC1=O (configuration not stated) | -0.9
Cc1ccc(SCCNC(=O)CN(c2ccc3c(c2)OCO3)S(C)(=O)=O)cc1 | 4.9
CC1CCCN(C2CCN(S(=O)(=O)c3ccc(F)cc3)CC2)C1 (configuration not stated) | -14.4
COc1cc(NC(=O)NC2(c3ccccc3)CC2)c(OC)cc1Cl | 7.3
CC(=O)c1ccc(Nc2nc(C)nc3c2oc2ccccc23)cc1 | -2.2
Cc1ccc(C23CC4CC(CC(C4)C2)C3)cc1NC(=O)Nc1ccccc1 | -25.2
COc1ccc(-n2c(=O)c3ccccc3n(Cc3ccc(C)cc3)c2=O)cc1 | -6.3
O=C(Cc1c(F)cccc1Cl)Nc1cccnc1 | 2.5
CCOC(=O)C1=C(C)NC(=O)N(C(C)=O)C1c1ccc(Cl)cc1 (configuration not stated) | -3.5
O=C(CCCN1C(=O)c2ccccc2C1=O)Nc1ccc(S(=O)(=O)N2CCOCC2)cc1 | 5.1&-3.6
COCCn1c(SCC(=O)OCc2ccccc2)nc2c1c(=O)[nH]c(=O)n2C | -1.0&-5.6
Cc1ccc(-n2nc3ccc(NC(=O)c4cccc([N+](=O)[O-])c4)cc3n2)cc1C | -4.6
Cc1cccc2nc(-c3ccsc3)c(Nc3ccccc3)n12 | 1.0
Cc1ccc2nc(NC3=NCN(CCN4CCOCC4)CN3)nc(C)c2c1 | -4.1
COc1ccc(OCC(=O)Nc2cc3oc4ccccc4c3cc2OC)cc1 | 5.0
O=c1cc(CO)oc(C(Nc2ccccn2)c2ccc3c(c2)OCO3)c1O (configuration not stated) | -11.3
CCOC(=O)c1ccc(N2C(=S)NC3c4cccc(OCC)c4OC2(C)C3C(=O)N(C)C)cc1 (configuration not stated) | -9.6
Cc1ncc(CO)c2cc(C(=O)Nc3cccc(C(F)(F)F)c3)c(=Nc3ccc(Oc4ccccc4)cc3)oc12 | 0.8
COc1ccc(CC(C)N2CCN(c3ccccc3OC)CC2)cc1OC (configuration not stated) | -2.7
COc1ccc(OC)c(NC(=O)CSc2nc3ccc(N)cc3s2)c1 | -7.5
COc1cccc(-c2nc3cc(NC(=O)c4cncc(Br)c4)ccc3o2)c1 | -19.1
O=C(NCc1cccnc1)c1ccc2c(c1)ncn2-c1cccc(F)c1 | -8.6
CCCNC(=O)c1ccc(CNS(=O)(=O)c2ccc(Br)cc2)cc1 | 2.9
Continued.
SMILES | 14-3-3 PPI
C=CCOC(=O)C1=C(C)NC2=C(C(=O)CC(C)(C)C2)C1c1ccc(OC)c(OC)c1OC (configuration not stated) | -4.7
COc1ccc(CNS(=O)(=O)c2ccc(F)c(C(=O)Nc3ccc(C)c(C)c3)c2)cc1 | -9.5
Cc1cccc(OC(=O)c2cccc(N3C(=O)C4CCCCC4C3=O)c2)c1 (configuration not stated) | -4.9
CCC(=O)N(CCCN(C)C)c1nc(-c2cc(OC)ccc2OC)cs1 | -3.4
COc1cc(C(=O)Nc2nc(-c3cccs3)cs2)cc(OC)c1OC | -0.1
O=C(COc1ccc(F)cc1)NC1CC1 | -2.5&0.0
CCOC(=O)C1(C(F)(F)F)N=C(c2ccc(OC)cc2)OC(N2CCCCC2)=N1 (configuration not stated) | 9.8
Cc1ccc2c(c1)N(CC(=O)N1CCCc3ccccc31)C(=O)C(C)O2 (configuration not stated) | -4.4
Cc1nc2sccn2c(=O)c1[N+](=O)[O-] | -6.6
Cc1sc(NC(=O)CCC(=O)O)c(C(N)=O)c1-c1ccccc1 | -2.5
Cc1ccc(NS(=O)(=O)c2ccc(Cl)c(C(=O)Nc3ccccc3[N+](=O)[O-])c2)cc1 | 6.9
O=C(CN1CCN(CC(=O)Nc2ccccc2Cl)CC1)Nc1ccc(Cl)c(C(F)(F)F)c1 | -8.4
CC1CN(C2CCN(S(=O)(=O)c3ccccc3)CC2)CC(C)O1 (configuration not stated) | 17.9
Cc1ccc2c3c(cccc13)-c1ccccc1C2=O | 1.6
N#Cc1c(NC(=O)c2ccc(Cl)c(S(=O)(=O)N3CCOCC3)c2)sc2c1CCCC2 | -13.9
COc1ccc(C2(O)CCN(Cc3nnnn3Cc3ccc(F)cc3)CC2)cc1 | 7.2
CC(NC(=O)CSC(=Nc1ccccc1)NC#N)C12CC3CC(CC(C3)C1)C2 (configuration not stated) | -0.1
CC(C)c1cc(C(=O)NCc2cccnc2)no1 | 0.3
CC1(O)CC(=O)N(c2ccccc2)O1 (configuration not stated) | -5.7
COCCNC(=O)Cn1c(=O)n(CCC(=O)NCCc2ccccc2)c(=O)c2ccccc21 | -3.8
CCCC(NS(=O)(=O)Cc1ccccc1)C(=O)O (configuration not stated) | -2.5
CC(C)(C)c1ccc(C2NC(=O)c3[nH]nc(-c4ccccc4)c32)cc1 (configuration not stated) | 1.6
COc1ccc(C(=O)NCc2cccnc2)cc1C(=O)NCc1cccnc1 | 0.7
COc1ccc(-c2cc(C(=O)Nc3ccc(C)c(F)c3)c3ccccc3n2)cc1 | -9.9
O=C1c2ccccc2C(=O)N1C1C(=O)N(c2ccc(Cl)cc2)C1c1ccc(F)cc1 (configuration not stated) | -4.4

High-throughput results (PubChem)

Not all compounds are listed. The share of hits here may be higher or lower than overall.
